Growth percent in the NCI-60 one-dose screen (48 h, 10 µM unless noted): 100 = growth as untreated, 0 = no growth, -100 = all killed.
TK-10: TK-10 renal cancer cells. 81,000 tested, 3.9% active. AID 1794769
UO-31: UO-31 renal cancer; 81,000 tested, 5.2% active; AID 1794768
HCC-2998: HCC-2998 colon cancer; 79,000 tested, 4.7% active
HCT-15: HCT-15 colon cancer; 82,000 tested, 5.2% active; AID 1794746
HT29: HT29 colon cancer. 81,000 tested, 7.4% active
SW-620: SW-620 colon cancer; 82,000 tested, 5.2% active
HCT-116: HCT-116 colon cancer | 82,000 tested, 7.3% active | AID 1794798
SN12C: SN12C renal cancer cells; 81,000 tested, 3.8% active
786-0: 786-0 renal cancer cells | AID 1794775 | 81,000 tested, 5.1% active
* = called active by the depositor; . = not tested or not shown; & = joins results of further samples; [ ] = another dose, or the depositor's remark. How the source made its calls: active means growth percent below 10; inactive means the rest.

SMILES	TK-10	UO-31	HCC-2998	HCT-15	HT29	SW-620	HCT-116	SN12C	786-0
CC(Cl)C(=O)OCCCc1ccccc1 (stereo not given)	101	97	96	99	103	102	97	100	100
O=C1COCCN1c1ccc(NCc2cn(Cc3ccc(F)cc3)c3ccccc23)cc1	-32*	41	82	62	35	28	6.2*	64	67
CCOC(=O)CSc1nc2c(c(=O)n(C)c(=O)n2C)n1CC	98	93	100	100	102	96	97	98	102
COc1cccc(/C=C/c2nc3ccccc3c(=O)n2CC(=O)Nc2ccc(Cl)cc2)c1	32	16	91	88	64	68	38	39	9.6*
O=S(=O)(O)CC(O)CN1CCN(CCO)CC1 (stereo not given)	116	92	89	102	.	105	101	110	105
Cn1ncc(CC(=O)O)c1N1C=Nc2ccccc2S1(=O)=O	99	94	109	102	105	102	101	95	96
C/C(=N\NC(=O)CSc1nc2ccccc2c(=O)n1CCc1ccc(S(N)(=O)=O)cc1)c1ccc([N+](=O)[O-])cc1	95	84	96	97	76	86	62	78	60
CC(=O)Oc1ccc(OC(C)=O)c(OC(C)=O)c1	99	.	.	97	105	109	97	97	.
CC(C)=N/N=C1/NC(=O)C(c2ccc(Cl)cc2)S1 (stereo not given)	117	95	104	102	105	104	100	107	109
COc1ccc(-c2nc(SCC(C)C)nc(N/N=C(/C)c3ccc(Cl)cc3Cl)c2C#N)cc1	83	50	96	87	101	93	92	74	85
COc1ccc(/C=C/C=C\C(=O)c2ccc(N3CCN(C)CC3)cc2)cc1	91	47	92	63	25	90	72	84	98
CCN(CC)CCCC(C)Nc1c2c(nc3ccc(OC)cc13)CCCC2 (stereo not given)	111	77	103	100	79	103	74	84	90
Cc1c(-c2cnccn2)ssc1=S	122	79	110	106	98	97	102	100	110
Cn1c(=O)c2[nH]c(Nc3cc(Cl)ccc3Cl)nc2n(C)c1=O	128	77	95	106	103	110	107	109	100
O=C(NNC(=O)OCc1ccccc1)OCc1ccccc1	105	72	106	105	111	106	98	94	113
Cc1ccc(-c2nc(/C=C3/C(=O)Nc4ccc(F)cc43)c3ccccn23)cc1	89	70	95	-3.4*	17	44	55	88	112
N#CCCc1nc(N)nc(N)n1	112	94	100	107	108	105	112	108	104
CCC1c2ccccc2C(=O)C1C(N)=O (stereo not given)	105	88	98	102	113	103	103	104	99
CCCCCN(CCCCC)CC(O)CN1CCCc2ccccc21 (stereo not given)	98	67	85	81	28	72	44	.	91
C/C(=N\Nc1ccc(Cl)cn1)c1ccc2ccccc2n1	56	2.3*	38	13	16	28	6.2*	18	13
O=C(Nc1ccc(Br)cc1)c1ccccc1Cl	96	96	107	86	98	103	93	101	92
COCCOC1=C(Cl)C(=O)c2ccccc2C1=O	98	-20*	.	13	99	-3.7*	-14*	33	82
COC(=O)c1cccc(-n2cc([C@]3(OC(C)=O)CC[C@H]4[C@@H]5CCC6=CC(=O)CC[C@@H]6[C@H]5CC[C@@]43C)nn2)c1	117	62	94	89	79	98	87	81	96
Cn1c(=O)c2nc3n(c2n(C)c1=O)C(=N)C(C(=O)c1ccc(Cl)cc1)N=N3 (stereo not given)	94	76	103	111	100	120	107	97	91
O=C1c2cc(O)cc(O)c2[C@H](c2ccc(O)cc2)[C@H]1c1cc(O)cc(O)c1	100	94	112	94	101	99	102	99	103

Continued.
SMILES	TK-10	UO-31	HCC-2998	HCT-15	HT29	SW-620	HCT-116	SN12C	786-0
CCCCCCCCCCCCCCCC(=O)OCCCCCCCCCCCCC	122	86	102	101	103	107	115	105	111
O=C1/C(=C/c2ccc(OCc3ccccc3F)cc2)Oc2cc(O)ccc21	74	51	94	56	108	62	59	51	73
COc1cc(NC(=O)Nc2cccc(-c3cc(=O)c4c(OC)c(OC)c(OC)cc4o3)c2)cc(OC)c1OC	65	25	61	33	46	41	29	38	35
CC(C)(C)OC(=O)NC[C@H](N)C(=O)O	78[20 µM]	90[20 µM]	103[20 µM]	104[20 µM]	97[20 µM]	101[20 µM]	102[20 µM]	98[20 µM]	99[20 µM]
CC(=O)Nc1ccc(S(=O)(=O)Cl)cc1	100	97	108	110	106	115	111	94	104
O=C(NN1C(=O)CSC1c1ccccc1)c1ccc(NC(=O)c2ccccn2)cc1 (stereo not given)	92	98	87	93	100	102	96	97	92
COc1ccc(C2=NN(C=O)C(c3cccc(Nc4ccnc5cc(Cl)ccc45)c3)C2)cc1 (stereo not given)	37	31	58	17	4.9*	25	12	36	29
O=[N+]([O-])c1ccc2[nH]c3nccc(NCc4cccc(Cl)c4)c3c2c1	73	87	114	83	76	64	68	87	76
O=c1oc2cc(OS(=O)(=O)c3ccccc3)c(Cl)cc2c2c1CCCCCC2	111	71	106	85	68	98	75	87	88
NC(=S)N/N=C\Cn1cc([N+](=O)[O-])c(=O)[nH]c1=O	99	72	112	107	114	100	99	96	103
C#CCOc1cc(N(CC)CC)ccc1C(C(=O)NC(C)(C)C)N(C(=O)C1CCc2cc(F)ccc2O1)c1ccc(Cl)cc1 (stereo not given)	120	55	98	66	69	79	38	86	90
O=C1NC(=O)/C(=C/c2ccc(Cl)c(Cl)c2)S1	99	62	106	105	99	103	101	99	101
Cc1cc(O)cc(-c2c(-c3cc(NCCCCO)nc(-c4cccnc4)n3)cnn2C)c1	77	51	88	93	85	98	81	82	59
CC(NC(=O)CSCC1NC(=O)C2C(N1)SC1CCCC12)C1CNN(C)C1 (stereo not given)	101	89	108	101	106	93	98	96	102
COc1cccc(-c2cc3cnc4ccccc4c3oc2=O)c1	92	85	100	106	97	104	101	97	86
S=c1nc2[nH]c3ccc(Cl)cc3c2n[nH]1	96	82	102	98	101	110	103	109	93
Cc1ccc(/C=C2\CN(C(=O)CCN3CCC(=NO)CC3)C/C(=C\c3ccc(C)cc3)C2=O)cc1	20	-86*	-71*	-28*	-43*	-34*	-75*	-34*	-15*
OCC1(CO)CCCO1	102	91	99	101	108	100	107	98	99
S=c1n(CN2CCOCC2)nc(-c2cc(-c3ccccc3)nc3ccccc23)n1-c1ccccc1	.	85	112	107	.	111	97	95	98
COc1ccc2c(c1)c(-c1noc(C(=O)c3cn(C)c4ncc(Br)cc34)n1)cn2C	22	70	93	68	58	44	50	78	59
COc1c(O)cc2c(c1OC)OCO2	114	90	109	103	108	104	108	99	104
CCOC(=O)C1=C(C(=O)OCC)N(c2c(C)cccc2C)C(N)=C(C#N)C1c1cc(=O)[nH]c2ccccc12 (stereo not given)	103	74	112	102	114	98	110	103	106
O=C1CC(c2ccccc2)c2ccc(O)cc2O1 (stereo not given)	117	75	112	106	118	103	87	105	69
O=C1C(c2c(O)[nH]c3ccccc23)=Nc2ccccc21	179	86	114	91	109	99	99	89	107
CCCCCCCCCCCCCC(=O)N1CCOCC1	108	81	93	98	88	102	94	104	98

Sorted by heavy-atom count (largest number first): some entries from above
SMILES	TK-10	UO-31	HCC-2998	HCT-15	HT29	SW-620	HCT-116	SN12C	786-0
S=c1n(CN2CCOCC2)nc(-c2cc(-c3ccccc3)nc3ccccc23)n1-c1ccccc1	.	85	112	107	.	111	97	95	98
COc1ccc(-c2nc(SCC(C)C)nc(N/N=C(/C)c3ccc(Cl)cc3Cl)c2C#N)cc1	83	50	96	87	101	93	92	74	85
O=C(NN1C(=O)CSC1c1ccccc1)c1ccc(NC(=O)c2ccccn2)cc1 (stereo not given)	92	98	87	93	100	102	96	97	92
Cc1ccc(-c2nc(/C=C3/C(=O)Nc4ccc(F)cc43)c3ccccn23)cc1	89	70	95	-3.4*	17	44	55	88	112
O=C1C(c2c(O)[nH]c3ccccc23)=Nc2ccccc21	179	86	114	91	109	99	99	89	107
O=C1CC(c2ccccc2)c2ccc(O)cc2O1 (stereo not given)	117	75	112	106	118	103	87	105	69
CC(Cl)C(=O)OCCCc1ccccc1 (stereo not given)	101	97	96	99	103	102	97	100	100

(listing goes on)
SMILES	TK-10	UO-31	HCC-2998	HCT-15	HT29	SW-620	HCT-116	SN12C	786-0
COc1cc([N+](=O)[O-])c(OC)cc1I	86	93	97	97	81	113	94	99	88
Cn1cc(-c2csc(-c3c[nH]c4ncccc34)n2)c2cc(F)cnc21	54	56	62	61	91	81	60	78	91
O=C1N(Nc2ccccc2)C(=Nc2ccccc2)SC12C(c1ccc([N+](=O)[O-])cc1)CN(C1CCCCC1)C21C(=O)Nc2ccccc21 (stereo not given)	112	44	78	68	69	75	43	79	76
OCc1[nH]nc(-c2ccccc2)c1[C@@H](NCc1ccccc1)c1ccccc1	92	78	108	103	108	98	101	103	97
CC(=O)Nc1cccc(-c2[nH]c3ccccc3c2/C=N/NC(=O)c2cccnc2)c1	128	74	103	103	97	96	94	100	105
NCCSc1ccccc1	111	90	86	86	93	98	94	94	92
COc1ccc(Cc2nn(Cc3nnc(Nc4ccccc4)s3)c(=O)c3c(C)noc23)cc1	112	67	91	33	86	65	77	92	89
CCCCCCCCCCCCCCCCNC(=O)Nc1ccc(-c2ccc(NC(=O)NCCCCCCCCCCCCCCCC)c(OC)c2)c(OC)c1	123	75	106	96	110	93	101	102	101
CCCCCCCCCCCCCCCC[N+](C)(CCO)Cc1cnc[nH]1 (stereo not given)	-35*	28	-70*	23	-59*	-27*	-51*	-4.8*	-40*
O=C(O)CCCN1C(=O)/C(=C/c2cc3cc4c(cc3nc2Cl)OCO4)SC1=S	156	85	122	76	119	103	96	88	110
O=C(CSc1oc(-c2ccccc2)nc1S(=O)(=O)c1ccc(Br)cc1)c1ccccc1	89	80	104	94	102	103	88	94	85
COC(=O)C1(O)NC(=C(C#N)C#N)C(C#N)=C1C(C)=O (stereo not given)	105	90	106	110	111	102	94	90	100
CCC(c1ccc(OC)cc1)C(CC)c1ccc(OCC[N+](C)(C)C)cc1 (stereo not given)	76	82	39	92	28	71	90	34	88
NCCCCN(C[C@H]1CN(S(=O)(=O)c2ccc(Cl)cc2)CCN1)[C@H]1CCCc2cccnc21	95	95	99	102	81	97	85	98	96
CCc1ncnc2c1ccn2C(C)c1ccc(OC)c(F)c1 (stereo not given)	59	60	57	39	14	28	19	67	75
Nc1c2c(nc3ccc(F)cc13)CC(c1ccc(Cl)cc1)CC2=O (stereo not given)	91	98	105	95	106	97	102	100	96
Cc1ccc(NC(=O)/C=N/O)cc1C	122	72	116	98	102	100	98	103	101
CCCC(=O)c1ccc([N+](=O)[O-])o1	87	85	101	94	90	99	86	97	93
COc1ccc([I+]c2ccc(OC)cc2)cc1	66&64	73&72	59&62	94&94	26&79	59&83	29&43	84&92	70&84
CCOC(OCC)N(C)C	102	88	105	103	104	106	103	109	98
Oc1ccc(S)cc1	116	73	111	101	108	104	96	95	99

Part of the list above, with bars between the fields:
compound | TK-10 | UO-31 | HCC-2998 | HCT-15 | HT29 | SW-620 | HCT-116 | SN12C | 786-0
COc1ccc(Cc2nn(Cc3nnc(Nc4ccccc4)s3)c(=O)c3c(C)noc23)cc1 | 112 | 67 | 91 | 33 | 86 | 65 | 77 | 92 | 89
CCC(c1ccc(OC)cc1)C(CC)c1ccc(OCC[N+](C)(C)C)cc1 (stereo not given) | 76 | 82 | 39 | 92 | 28 | 71 | 90 | 34 | 88
Nc1c2c(nc3ccc(F)cc13)CC(c1ccc(Cl)cc1)CC2=O (stereo not given) | 91 | 98 | 105 | 95 | 106 | 97 | 102 | 100 | 96
NCCSc1ccccc1 | 111 | 90 | 86 | 86 | 93 | 98 | 94 | 94 | 92

Compound activity: PubChem, NCI
